# D1 PAM = human D1 dopamine receptor positive modulation; P21728; HEK293 TREx D1 cells, calcium flux, dopamine EC20 potentiation; potentiation, % at 10 µM; actives 0.036% (n = 360,000); in the data active means potentiation above about 30%; further: 0% is about no effect
# Target sequence (P21728 whole entry, looked up): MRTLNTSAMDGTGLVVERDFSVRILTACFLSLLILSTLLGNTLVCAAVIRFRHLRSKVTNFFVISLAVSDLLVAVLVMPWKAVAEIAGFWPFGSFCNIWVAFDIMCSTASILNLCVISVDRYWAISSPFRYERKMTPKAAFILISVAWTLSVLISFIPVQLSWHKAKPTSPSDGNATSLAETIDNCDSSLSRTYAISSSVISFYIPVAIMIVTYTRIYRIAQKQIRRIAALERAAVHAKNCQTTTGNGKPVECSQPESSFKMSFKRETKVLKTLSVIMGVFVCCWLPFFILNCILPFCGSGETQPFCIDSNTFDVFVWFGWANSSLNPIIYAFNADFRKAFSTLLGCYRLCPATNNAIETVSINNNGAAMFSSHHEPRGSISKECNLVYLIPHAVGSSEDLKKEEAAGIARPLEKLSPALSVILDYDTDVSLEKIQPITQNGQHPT
# TRHR PAM = allosterically enhances the human TRH receptor; TRHR cells, fluo-8 calcium fluorescence, EC20 TRH enhancement; actives 0.66% (n = 360,000); P34981; enhancement, % at 2 µM; AID 493056; in the data active means enhancement above about 30%; further: 0% is about no effect
#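 Enhancer read-out: after compound pinning and an initial kinetic agonist-mode read, an EC20 of TRH (10 nM final) was injected and fluo-8 calcium signal (Ex 480/Em 530) followed at 1 s/cycle for 100 cycles in TRHR-expressing cells.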
# TRHR ag = agonists of human TRH receptor. P34981. AID 493084. TRHR cells, calcium flux fluo-8, FDSS agonist mode. activation, % at 2 µM. actives 0.18% (n = 360,000); further: 0% is about no effect
#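 TRHR-expressing cells, plated overnight in medium with 10% serum, were loaded with fluo-8 calcium dye at room temperature. After a 10 s baseline, library compound was pin-added and calcium release was recorded kinetically (ex 480/em 530) as agonist response.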
# D2 agonist = D2 dopamine receptor (human) agonism; P14416; HEK293 T-REx D2 cells, calcium flux agonist mode; activation, % at 2 µM; actives 0.53% (n = 340,000);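 active means activation over 3 SD above normal in the single-dose calcium agonist read, cut at about 30% in these data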; further: 0% is about no effect
# Target sequence (P14416 whole entry, looked up): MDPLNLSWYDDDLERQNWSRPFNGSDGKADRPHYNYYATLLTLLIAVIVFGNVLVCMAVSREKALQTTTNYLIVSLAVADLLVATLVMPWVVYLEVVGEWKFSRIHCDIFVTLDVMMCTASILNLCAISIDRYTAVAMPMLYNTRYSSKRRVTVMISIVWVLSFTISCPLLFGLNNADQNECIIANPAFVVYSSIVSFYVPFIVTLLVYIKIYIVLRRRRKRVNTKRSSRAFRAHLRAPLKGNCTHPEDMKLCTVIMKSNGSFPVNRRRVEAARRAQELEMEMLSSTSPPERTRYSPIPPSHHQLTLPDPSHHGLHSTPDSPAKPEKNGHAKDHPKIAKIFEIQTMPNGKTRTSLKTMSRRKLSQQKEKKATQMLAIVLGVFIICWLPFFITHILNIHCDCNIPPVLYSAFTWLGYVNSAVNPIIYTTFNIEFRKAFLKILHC
#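 Calcium-flux readout, 1 cycle/sec over 180 s following compound pin transfer, in inducible HEK293 Trex D2 cells (force-coupled); dopamine controls included. Positive calcium responses during this window marked compounds as potential agonists.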
# D1 antag = blocks dopamine activation of the human D1 receptor. P21728. HEK293 TREx D1 cells, calcium flux, dopamine EC80; hits give low values. activity change, negative = inhibition, % at 10 µM. actives 3.2% (n = 360,000). AID 504652; in the data active means activity change below about -30%; further: on the % scale 0 is the no-effect control and ±100 the full control effect
#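 Kinetic fluorescence of a calcium dye serves as the read-out. D1-expressing Hek293 Trex cells, induced overnight at 30 C, are exposed to compound for 180 s before an EC80 dopamine addition, then read 180 s further.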
# D2 PAM = positively modulates the human D2 dopamine receptor allosterically | HEK293 T-REx D2, calcium flux, EC20 dopamine potentiation | P14416 | actives 0.34% (n = 340,000) | potentiation, % at 10 µM;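 active means potentiation over 3 SD above the plate norm, cut at about 30% in these data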; further: 0% is about no effect
#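 Using a no-wash calcium dye in inducible, force-coupled HEK293 Trex cells expressing D2, we tracked fluorescence each second for 180 s after compound, then for 180 s after EC20 dopamine to detect augmented signalling.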
# RXFP1 antag = antagonists of human relaxin receptor RXFP1 | activity change, negative = inhibition, % at 57.5 µM | actives 0.59% (n = 350,000) | Q9HBX9 | HEK293-RXFP1, relaxin-stimulated cAMP HTRF, 30 min; hits give low values;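 active means activity change of -60% or lower, but not beyond a set lower limit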; further: on the % scale 0 is the no-effect control and ±100 the full control effect
# D1 ag = human D1 receptor agonism. P21728. HEK293 T-REx D1 cells, calcium flux, agonist mode. activation, % at 2 µM. actives 1% (n = 360,000); further: 0% is about no effect
#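 Agonism was scored from calcium flux recorded over 180 s (1 read/s) after pintool compound addition, following a 10-cycle baseline. Cells were inducible force-coupled HEK293 TREx D1, plated overnight at 30 C and loaded with no-wash calcium dye.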
# D2 antag = antagonists of human D2 dopamine receptor. P14416. HEK293 TREx D2 cells, calcium flux, dopamine EC80. inhibition, % at 10 µM. actives 2% (n = 340,000). AID 485344; in the data active means inhibition above about 30%; further: 0% is about no effect
#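 In this primary screen, negative modulation is detected by tracking calcium flux after an EC80 dopamine challenge in inducible HEK293 T-REx D2 cells preexposed to test compound for 180 s.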
# Active calls of the source: *; / = not tested or not shown. Unless noted, no stated cut-off is given here; in the data, active means activation above about 30%; inactive means the rest.
compound	D1 PAM	TRHR PAM	TRHR ag	D2 agonist	D1 antag	D2 PAM	RXFP1 antag	D1 ag	D2 antag
O=C(O)CCC(=O)NNC(=O)c1ccc(-c2ccccc2)cc1	-4	-1	0.3	1.0	10	12	-4	-1	-4
CN1CCN(C(=O)C2=C[C@@H](c3coc4ccccc4c3=O)C[C@@H](OCc3ccc(CO)cc3)O2)CC1	-5	1	0.1	-0.1	-15	-9	/	2	1
CSCC[C@H](NC(=O)CCn1nnc2ccccc2c1=O)C(=O)O	-6	-3	0.2	-0.2	-3	-3	-1	0	-9
Cc1ncn(C23CC4CC(CC(O)(C4)C2)C3)n1	-5	0	0.2	0.5	-2	-3	6	6	6
Cc1cc(C)n(-c2ccc(C(=O)Nc3ccc(S(=O)(=O)N(C)C)cc3)cc2)n1	-3	3	-0.3	-0.3	4	5	-24	6	18
CCOC(=O)[C@H]1[C@H]2COc3cc(OC)ccc3[C@@H]2N2C(=O)CN(Cc3ccccc3)C(=O)[C@@]12C	-1	-5	-0.1	1.5	/	14	/	-2	6
C=CCn1c(N2CCOCC2)nc2c1c(=O)[nH]c(=O)n2C	-1	10	0.4	0.5	4	4	-2	2	13
CCCCOc1ccc(-c2nnc(-c3ccncc3)o2)cc1	1	-1	-0.1	0.5	0	-1	-12	4	6
O=C(COC(=O)c1ccc(S(=O)(=O)N2CCCCCC2)cc1)NCc1ccc(Cl)cc1	/	8	0.3	0.3	9	4	-1	8	-24
Cc1cc2oc(C(=O)N(Cc3ccccc3)C3CCS(=O)(=O)C3)cc(=O)c2cc1C (stereo unspecified)	3	6	-0.5	1.1	-7	-5	-13	0	/
CS(=O)(=O)Nc1ccc(C(=O)Nc2ccccc2Cl)cc1	-6	3	-0.5	-1.1	11	3	9	4	12
O=C(NCC1CCCO1)C(=O)N/N=C/c1ccccc1C(=O)O (stereo unspecified)	1	-4	-1.2	-1.9	-28	16	13	3	-3
CCCc1cc(=O)n2nc(N3CCC(C(=O)Nc4cccc(C(C)=O)c4)CC3)sc2n1	-4	5	-0.2	1.2	4	12	14	2	-9
COc1cc2c(cc1OC)CN(CC(=O)Nc1ccc(C)c(S(=O)(=O)N3CCOCC3)c1)CC2	-4	-26	0.0	0.8	2	-16	4	2	11
Cc1ccc(S(=O)(=O)NCCC(=O)N2CCC(C(N)=O)CC2)cc1C	-5	-1	-0.1	0.1	-1	-2	0	2	-4
O=C(c1ccco1)N1CCCC(c2nc(-c3ccc(S(=O)(=O)NCc4ccccc4)cc3)no2)C1 (stereo unspecified)	-4	-6	0.1	1.0	-16	-2	-13	8	7
CC1CCC(N2CC(=O)N(C3CCCC3)C(c3ccc(Cl)cc3)C2=O)CC1 (stereo unspecified)	-1	31*	-0.2	/	14	-12	0	-1	/
CCN(CCCNC(=O)CN(C)S(=O)(=O)c1cccc2nsnc12)c1ccccc1	1	-14	-0.1	1.2	-2	-10	-3	2	-2
Cc1cn(S(=O)(=O)c2ccccc2[N+](=O)[O-])cn1	1	-1	-0.2	/	5	/	6	1	/
O=C(Nc1ccccc1)/C(=C/c1ccc(F)cc1)NC(=O)c1ccco1	-4	2	0.1	4.2	5	/	-16	0	-21

# An excerpt from above in order of their number in D1 ag, largest number first.
SMILES,D1 PAM,TRHR PAM,TRHR ag,D1 antag,D2 PAM,RXFP1 antag,D1 ag,D2 antag
Cc1cc(C)n(-c2ccc(C(=O)Nc3ccc(S(=O)(=O)N(C)C)cc3)cc2)n1,-3,3,-0.3,4,5,-24,6,18
COc1cc2c(cc1OC)CN(CC(=O)Nc1ccc(C)c(S(=O)(=O)N3CCOCC3)c1)CC2,-4,-26,0.0,2,-16,4,2,11
Cc1cn(S(=O)(=O)c2ccccc2[N+](=O)[O-])cn1,1,-1,-0.2,5,/,6,1,/
O=C(Nc1ccccc1)/C(=C/c1ccc(F)cc1)NC(=O)c1ccco1,-4,2,0.1,5,/,-16,0,-21

# Next section.
compound	D1 PAM	TRHR PAM	TRHR ag	D2 agonist	D1 antag	D2 PAM	RXFP1 antag	D1 ag	D2 antag
Cc1nc2ccccc2cc1O	-1	-3	0.5	-1.4	-5	17	/	3	22
Cc1ccccc1N(C)C(=O)c1noc2c1COc1ccccc1-2	1	-8	1.6	5.6	6	-24	-3	7	/
CCCCN(C)CCCNC(=O)c1cc(=O)[nH]c2ccc(S(=O)(=O)N3CCCCC3C)cc12 (stereo unspecified)	-7	-4	-2.1	-0.2	11	-2	4	8	13
CCCN1C(=O)c2ccccc2NC1c1ccc(Br)cc1 (stereo unspecified)	-5	-1	-1.3	-1.9	-8	11	-28	2	-9
O=c1cc(-c2ccncc2)oc2ccccc12	-2	0	0.3	0.7	24	6	7	0	-1
Cc1c(C#N)c2ccccc2n1CC(=O)N1CCCC1	-4	12	-1.6	-0.1	-3	11	-1	0	5
Cc1cc(C(=O)NCc2ccccc2Cl)c2c(C)nn(-c3ccccc3)c2n1	-5	15	-1.5	0.0	-8	5	/	4	/
CC1CC(C)CN(C(=O)COC(=O)c2cccc([N+](=O)[O-])c2)C1 (stereo unspecified)	0	1	-0.5	-0.3	-9	-1	2	1	2
O=S(=O)(c1ccc(C(F)(F)F)cc1)N1CCCN(c2ccc(C(F)(F)F)cn2)CC1	-4	-4	1.6	1.1	-26	-7	-11	10	-15
O=C(CSc1nc(=O)n2ccccc2n1)OCc1ccccc1	-2	-4	0.1	0.0	0	0	0	3	-6
CCOc1ccc(/C=N/NC(=O)c2cc3c(OC)cc(OC)cc3[nH]2)cc1OC	-5	-1	0.0	-0.5	7	-2	-4	2	7
Cn1c(=O)cc(OCC(=O)NCCCN2CCN(c3cccc(Cl)c3)CC2)c2ccccc21	-5	-1	-0.6	69*	-25	-24	-23	1	77*
COc1cc(OC)cc(C(=O)NNS(=O)(=O)c2ccc(F)cc2)c1	-1	-3	-0.3	0.2	4	2	5	3	-10
CC(C)Sc1nc(C(F)(F)F)cc(=O)n1-c1ccccc1	4	-11	0.0	0.5	21	-7	-21	-1	-19
Cc1ccc(NC(=O)C2CCN(c3ncnc4c3nc3n4CCCCC3)CC2)nc1	9	10	0.0	-0.5	-21	6	-6	4	3
Cc1ccc(SCc2nc3ccccc3n2CC(=O)Nc2ccccc2)cc1	-3	-8	0.4	0.4	-20	2	1	7	-4
CCOC(=O)c1cn2nc(N3CCCCC3)ccc2n1	1	1	0.1	/	8	/	-3	1	/
COCCN1C(=O)c2oc3cc(C)cc(C)c3c(=O)c2C1c1cccc(O)c1 (stereo unspecified)	-1	5	-0.5	-0.8	10	-2	-12	0	/
Cc1nc2ccccn2c1C(=O)N/N=C/c1ccc(F)cc1	-3	1	-0.1	/	-22	/	3	4	/
Nc1ccc(C(=O)Nc2ccc3nc(-c4cccnc4)[nH]c3c2)cc1	-1	-4	0.2	/	10	2	-19	4	/

# D2 antag, entries above that show a hit
Structure	D1 PAM	TRHR PAM	TRHR ag	D1 antag	D2 PAM	RXFP1 antag	D1 ag	D2 antag
Cn1c(=O)cc(OCC(=O)NCCCN2CCN(c3cccc(Cl)c3)CC2)c2ccccc21	-5	-1	-0.6	-25	-24	-23	1	77*

# Next results follow:
compound	D1 PAM	TRHR PAM	TRHR ag	D2 agonist	D1 antag	D2 PAM	RXFP1 antag	D1 ag	D2 antag
Cc1ccc(C(=O)OCC(=O)c2c[nH]c3ccccc23)cc1NC(=O)c1ccco1	-1	2	0.8	-0.8	/	-1	12	1	-9
CCOC(=O)N1CCC(NC(=O)c2cc(C(=O)Nc3ccc(S(=O)(=O)N4CCCCC4)cc3)ccc2CO)CC1	3	0	0.4	-0.2	17	-9	0	5	1
COc1cc(OC)cc(-c2c(C#Cc3ccsc3)c3cc(-c4ccc5cc[nH]c5c4)ccc3n2C)c1	6	-4	-0.3	-0.8	/	-5	/	-2	8
O=C1C(C2=NC(C(=O)O)C3C(=O)N(c4ccccc4)C(=O)C23)=C(O)c2ccccc21 (stereo unspecified)	-6	-1	0.5	-0.1	-5	1	11	8	13
Cc1ccccc1/C=C/C(=O)N1CCOCC1	-9	7	0.3	0.9	7	4	12	0	13
COCCCNc1nc2ccccc2nc1NS(=O)(=O)c1ccc(F)cc1	-1	3	-0.7	-0.6	5	0	0	1	7
Cc1cc(C)cc(NS(=O)(=O)c2ccc(Oc3ncc(C(F)(F)F)cc3Cl)cc2)c1	0	-6	0.3	0.1	6	-4	-17	3	6
Cc1ccc(C(=O)N/C(=C\c2ccco2)C(=O)NCCN2CCOCC2)cc1C	1	21	-0.7	0.0	-4	-8	0	2	-13
Cc1cc(C)n(C(=O)/C(C#N)=C/N(C)C)n1	-6	0	0.2	0.1	-1	0	-1	4	10
Cc1cc(Br)ccc1NC(=O)C1CSC2(C)CCC(=O)N12 (stereo unspecified)	-3	3	-0.7	-0.1	7	-5	-4	1	0
COc1ccccc1CNC(=O)COc1ccc(C)cc1	-1	-1	0.1	-0.1	6	-12	4	1	1
CC(=O)c1ccc(NC(=O)CSc2ccc(-c3ccco3)nn2)cc1	-4	0	0.4	0.6	1	-7	-12	0	-15
CCOc1ccccc1/C=N/Nc1nc(C)cc(=O)[nH]1	-1	6	-0.5	0.0	-2	-1	6	2	9
CCOC(=O)C(=CNc1ccccc1Cl)C(=O)OCC	2	6	-0.9	-0.8	11	19	-8	1	7
CC1=C(C(=O)OCc2ccccc2)C(c2ccc3ccccc3c2)NC(=O)N1CCCCCC(=O)O (stereo unspecified)	-1	-8	0.0	0.6	10	-4	/	0	7
CCOC(=O)N1CCN(c2nc(=S)n(-c3ccccc3)c(C)c2C(C)=O)CC1	-1	-11	0.0	0.9	0	-1	-3	1	10
Cc1ccc(N2CC(NC(=O)C3CC3)CC2=O)cc1C (stereo unspecified)	4	-1	0.2	0.6	/	-2	7	-4	/
CCCCCCN(C(=O)CCCCCN1C(=O)NC(c2cccc([N+](=O)[O-])c2)C(C(=O)OCc2ccccc2)=C1C)C(C(=O)NCCCC)c1ccc(OCC(=O)OC)c(C(=O)OC)c1 (stereo unspecified)	0	-4	1.6	-0.1	-12	-8	/	18	15
CCCN(C(=O)c1c(CC)noc1C)c1c(N)n(Cc2ccccc2)c(=O)[nH]c1=O	-8	-1	0.1	-0.7	-14	12	1	0	5
N#Cc1cc2c(ccc3ccccc32)oc1=O	3	-6	0.4	1.0	-1	-5	-20	-2	-5
CCc1ccc2oc(-c3ccc(C)c(NC(=O)/C=C/c4ccco4)c3)nc2c1	2	7	-0.3	0.6	0	-7	-13	3	/
O=C(CSc1nc2ncccc2[nH]1)c1cccc([N+](=O)[O-])c1	-3	-4	1.0	-0.1	0	5	-3	0	-6
O=C(NCCC(=O)N1CCN(S(=O)(=O)c2ccc(Cl)cc2)CC1)Nc1ccccc1	-1	-9	-0.4	/	-2	-7	1	3	/
CCCCCC(=O)N/N=C/c1cccs1	1	-4	0.4	-0.5	-47*	5	-16	-1	-4

# Reprinted from the results shown, three compounds:
compound	D1 PAM	TRHR PAM	TRHR ag	D2 agonist	D1 antag	D2 PAM	RXFP1 antag	D1 ag	D2 antag
O=C(CSc1nc2ncccc2[nH]1)c1cccc([N+](=O)[O-])c1	-3	-4	1.0	-0.1	0	5	-3	0	-6
O=C(NCCC(=O)N1CCN(S(=O)(=O)c2ccc(Cl)cc2)CC1)Nc1ccccc1	-1	-9	-0.4	/	-2	-7	1	3	/
CCCCCC(=O)N/N=C/c1cccs1	1	-4	0.4	-0.5	-47*	5	-16	-1	-4

# Screens from PubChem BioAssay.
